CF NFkB block – inhibitors of PAF-induced NF-kB signaling, primary screen, cell-based, GFP fluorescence, uHTS; KKLEB NF-kB-GFP reporter, GFP fluorescence overnight; inhibition, % at 5 µM; 0.86% of 360,000 active; AID 588850, 2011;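 active = at least 50% inhibition at 5 µM, scaled per plate between neutral and stimulator controls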;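 note: PAF is a Pseudomonas aeruginosa culture filtrate used as stimulus; plate controls were PAF-stimulated DMSO wells for no effect and unstimulated DMSO wells for full effect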
KKLEB cytotox – cytotoxicity in KKLEB CF airway cells, primary screen, cytotoxicity control for CF NF-kB inhibitor project, cell-based, uHTS, fluorescence assay plates; KKLEB CF airway cells viability, ATPlite luminescence, overnight; stronger effect = lower value; cells stimulated with P. aeruginosa culture filtrate; activity change (cytotoxicity), % at 5 µM; 0.36% of 360,000 active; AID 602141, 2011;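 active = corrected activity change at or below -50% at 5 µM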
aDG glyco up – activators of alpha-DG glycosylation, primary screen, uHTS, Pro5-aDG cells, AlphaScreen. alpha-DG glycosylation AlphaScreen (IIH6); 0% Pro5, 100% B10-LARGE cell signal. activation, % at 10 µM. 0.22% of 360,000 active;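 active = activation of at least 8% versus controls, or a plate z-score of at least 8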;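 note: Pro5 are CHO cells carrying HIG-tagged alpha-DG that lacks glycosylation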
TWEAK-Fn14 inh – inhibitors of TWEAK-Fn14 signaling, primary screen, luciferase reporter cells, uHTS; inhibition, % at 10 µM; AID 1159606, 2016; 2% of 360,000 active; TWEAK-stimulated Fn14 reporter cells, luciferase luminescence, 8 h; in the data active = inhibition above about 50%
MITF TRPM1 inh – inhibitors of MITF-dependent TRPM1 promoter reporter, primary screen, cell-based, SK-MEL-5, single point, luciferase. SK-MEL-5 TRPM1 promoter luciferase, 24 h. inhibition, % at 12.5 µM. 0.83% of 330,000 active;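 active = mean inhibition across replicates of 60% or more, whatever share of single replicates reaches that level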; note: values of inactives mirror those of a sister screen read the other way
Peg3 promoter – Peg3 promoter-driven luciferase inhibitors, primary screen, cell-based, HeLa, luciferase luminescence; HeLa PEG-Prom luciferase reporter, overnight; inhibition, % at 20 µM; 1.7% of 360,000 active; AID 588405, 2011;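 active = inhibition of at least 50% at 20 µM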
Shn3 inh set2 – reduction of Shn3 3'UTR firefly luciferase signal, primary screen, Schnurri-3 inhibitor project, cell-based, Clone20 osteoblasts, set 2; 0.52% of 360,000 active; Clone20 osteoblast Shn3 3'UTR firefly luciferase, 24 h; inhibition, % at 12.5 µM;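 active = mean inhibition of at least 75% with every replicate also reaching 75%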;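 note: 0% = median of neutral control wells and 100% = pilot-screen positive control compound; some compounds past the cut are filed as inactive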
NR2E3 ag-1 – NR2E3 agonists in two-hybrid cells, primary screen, cell-based, luminescence, CHO-S, Gal4-NCOR/VP16-NR2E3. Photoreceptor-specific nuclear receptor (Homo sapiens), Q9Y5X4. luciferase. inhibition of corepressor binding, % at 3.98 µM. 0.35% of 360,000 active. AID 602229, 2012;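 active = inhibition above the mean of all tested compounds plus 3 SD, cut at about 70% in these data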;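 note: 0% = DMSO with NR2E3 transfected cells and 100% = cells lacking NR2E3 construct; higher means lower luciferase signal from less NR2E3 corepressor binding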
Target sequence (Q9Y5X4 whole entry, looked up, the tested form may be a part): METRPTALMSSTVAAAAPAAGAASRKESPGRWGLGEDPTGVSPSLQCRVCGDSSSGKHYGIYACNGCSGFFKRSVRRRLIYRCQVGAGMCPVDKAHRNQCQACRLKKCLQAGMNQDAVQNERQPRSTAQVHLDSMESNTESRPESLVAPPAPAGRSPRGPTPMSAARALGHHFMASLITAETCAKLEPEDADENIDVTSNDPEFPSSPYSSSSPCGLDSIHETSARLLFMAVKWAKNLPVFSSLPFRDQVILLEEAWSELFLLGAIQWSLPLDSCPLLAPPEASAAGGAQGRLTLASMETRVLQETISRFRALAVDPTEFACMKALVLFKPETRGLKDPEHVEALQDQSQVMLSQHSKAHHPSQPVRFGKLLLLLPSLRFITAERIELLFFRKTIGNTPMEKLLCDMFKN
NR2E3 ag-2 – inhibitors of NR2E3-RetCOR corepressor binding, primary screen, NR2E3 agonist project, biochemical, TR-FRET, GST-NR2E3, biotin-RetCOR | Photoreceptor-specific nuclear receptor (Homo sapiens), Q9Y5X4 | 1536-well | inhibition of corepressor binding, % at 4.78 µM | 0.12% of 320,000 active | AID 2300, 2010;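 active = percent inhibition above the cutoff of mean plus 3 SD of all tested compounds, set per screening campaign, cut at about 20% in these data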;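 note: 0% = DMSO wells and 100% = biotin wells as full block of FRET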
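System: GST-tagged NR2E3 plus biotinylated RetCOR corepressor; Buffer or medium: pH 7.5 Tris-based buffer; Probe or stimulus: RetCOR corepressor, biotinylated, 7 nM; Doses: compound at 4.8 µM, single dose; Schedule: 5 h incubation at 4 °C; Technique: time-resolved FRET; Evaluation: percent inhibition of TR-FRET ratio; Replication: one well per compound, singlicate testing.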
HIF-2a inh – HIF-2a reporter inhibitors, primary screen, luminescence, 786-0 RCC cells; 786-0 RCC cells HIF-2a reporter, luciferase luminescence, overnight; inhibition, % at 18.8 µM; AID 624352, 2012; 0.72% of 360,000 active;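 active = inhibition of the luminescence signal of 40% or more relative to plate controls, in a single-dose primary screen at 18.75 µM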
iPSC survival up – enhancers of single-cell hiPSC survival, primary screen, ATPlite luminescence. 100% = ROCK inhibitor wells, 0% = DMSO. survival enhancement, % at 20 µM. 0.044% of 360,000 active; in the data active = survival enhancement above about 18%;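 note: cells exposed to compounds for 16 hours before the ATP read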
An asterisk follows results filed as active.

Results for O=c1cc2ncc(-n3cc([N+](=O)[O-])cn3)cn2[nH]1 ?
CF NFkB block: 2; KKLEB cytotox: 5; aDG glyco up: -0.3; TWEAK-Fn14 inh: -9; MITF TRPM1 inh: 10; Peg3 promoter: 1; Shn3 inh set2: 8; NR2E3 ag-1: -2; NR2E3 ag-2: 0; HIF-2a inh: 11; iPSC survival up: -0.5

How did CN(C)C(=O)CN1CCN(Cc2nc(CC3CC3)no2)CC1 do in these assays?
CF NFkB block: -7; KKLEB cytotox: -4; aDG glyco up: -0.1; TWEAK-Fn14 inh: 8; MITF TRPM1 inh: 18; Peg3 promoter: -3; Shn3 inh set2: 4; NR2E3 ag-1: -8; NR2E3 ag-2: 6; HIF-2a inh: 12; iPSC survival up: -0.4

How did O=C(O)CC12CC3CC(C1)CC(n1ncc(NCc4ccco4)c(Cl)c1=O)(C3)C2 do in these assays?
CF NFkB block: -11; KKLEB cytotox: -8; aDG glyco up: 0.1; TWEAK-Fn14 inh: 19; MITF TRPM1 inh: -2; Peg3 promoter: 4; Shn3 inh set2: -14; NR2E3 ag-1: -2; NR2E3 ag-2: 0; HIF-2a inh: 3; iPSC survival up: 0.5

What do the screens show for `S=C(NCCc1ccccc1)Nc1ccc(N2CCCCC2)cc1`?
CF NFkB block: -11; KKLEB cytotox: -1; aDG glyco up: -0.1; TWEAK-Fn14 inh: -34; MITF TRPM1 inh: -4; Peg3 promoter: 0; Shn3 inh set2: -1; NR2E3 ag-1: -22; NR2E3 ag-2: 3; HIF-2a inh: -50; iPSC survival up: -0.7

Results for CCOc1ccc(C2=CC(=O)C[C@H](c3ccc(OC)cc3)C2)cc1 ?
CF NFkB block: 18; KKLEB cytotox: 1; aDG glyco up: 0.0; TWEAK-Fn14 inh: -59; Peg3 promoter: -132; Shn3 inh set2: -22; NR2E3 ag-1: -26; NR2E3 ag-2: 0; HIF-2a inh: -206; iPSC survival up: 1.8

How did O=C(NN=Cc1c(O)ccc2ccccc12)C1CC1 do in these assays?
CF NFkB block: -4; KKLEB cytotox: -4; aDG glyco up: 0.6; TWEAK-Fn14 inh: -25; MITF TRPM1 inh: 49; Peg3 promoter: 40; Shn3 inh set2: 77; NR2E3 ag-1: -6; HIF-2a inh: -5; iPSC survival up: -1.1

What do the screens show for `CC(=O)c1cc2c(cc1NC(=O)CSc1ccc(S(=O)(=O)N(C)C)cn1)OCO2`?
CF NFkB block: -6; KKLEB cytotox: 8; aDG glyco up: -0.1; TWEAK-Fn14 inh: -11; Peg3 promoter: -1; Shn3 inh set2: 9; NR2E3 ag-1: 9; NR2E3 ag-2: 0; HIF-2a inh: 20; iPSC survival up: -0.1

How did O=C(Nc1ccncc1)c1cccc(S(=O)(=O)N2CCCC2)c1 do in these assays?
CF NFkB block: 11; KKLEB cytotox: 3; aDG glyco up: 1.5; TWEAK-Fn14 inh: -12; MITF TRPM1 inh: 8; Peg3 promoter: 10; Shn3 inh set2: 52; NR2E3 ag-1: -19; NR2E3 ag-2: 4; HIF-2a inh: 17; iPSC survival up: 0.0

What do the screens show for `CCCC(=O)N1CCC1(C)C(=O)Nc1ccc(C)c(C)c1` (centres undefined)?
CF NFkB block: -17; KKLEB cytotox: 15; aDG glyco up: -0.2; TWEAK-Fn14 inh: 0; Peg3 promoter: 10; Shn3 inh set2: -28; NR2E3 ag-1: -5; HIF-2a inh: -1; iPSC survival up: 1.3

How did CCN(CC)CC(O)CN(c1ccccc1)S(=O)(=O)c1ccc2ccccc2c1 (centres undefined) do in these assays?
CF NFkB block: 10; KKLEB cytotox: -12; aDG glyco up: 0.0; TWEAK-Fn14 inh: -8; MITF TRPM1 inh: -7; Peg3 promoter: 1; Shn3 inh set2: 30; NR2E3 ag-1: 22; NR2E3 ag-2: -1; HIF-2a inh: 3; iPSC survival up: -0.4

How did O=C(Nc1ccccc1)C1=C[C@@H](C2CC2)C[C@@H](OCCCCO)O1 do in these assays?
CF NFkB block: -23; KKLEB cytotox: 6; aDG glyco up: 0.3; TWEAK-Fn14 inh: -1; MITF TRPM1 inh: -32; Peg3 promoter: -130; Shn3 inh set2: -109; NR2E3 ag-1: -84; NR2E3 ag-2: 7; HIF-2a inh: -203; iPSC survival up: -2.0

What do the screens show for `CCN(CC)C(=O)c1sc(NC(=O)c2cc(-c3ccc(C)s3)nc3ccccc23)c(C(=O)OC)c1C`?
CF NFkB block: -26; KKLEB cytotox: 4; aDG glyco up: -0.4; TWEAK-Fn14 inh: 0; MITF TRPM1 inh: 16; Peg3 promoter: 12; Shn3 inh set2: 22; NR2E3 ag-1: 10; NR2E3 ag-2: 5; HIF-2a inh: -16; iPSC survival up: -1.4

How did Cc1cc(Nc2ccccc2)c2c([N+](=O)[O-])cc(C)c(C)c2n1 do in these assays?
CF NFkB block: -7; KKLEB cytotox: -9; aDG glyco up: -0.3; TWEAK-Fn14 inh: -2; MITF TRPM1 inh: -1; Peg3 promoter: -10; Shn3 inh set2: 14; NR2E3 ag-1: -6; NR2E3 ag-2: 1; HIF-2a inh: 7; iPSC survival up: 2.2

What do the screens show for `CCOC(=O)C1(CCOc2ccccc2)CCN(Cc2ccc3nonc3c2)CC1`?
CF NFkB block: 11; KKLEB cytotox: -1; aDG glyco up: 0.0; TWEAK-Fn14 inh: 5; MITF TRPM1 inh: 6; Peg3 promoter: 21; Shn3 inh set2: 15; NR2E3 ag-1: -19; NR2E3 ag-2: 0; HIF-2a inh: 19; iPSC survival up: 0.2

Results for Cc1ccc(S(=O)(=O)Nc2ccc3nc(C)oc3c2)cc1 ?
CF NFkB block: -9; KKLEB cytotox: 6; aDG glyco up: 0.2; TWEAK-Fn14 inh: 13; MITF TRPM1 inh: -2; Peg3 promoter: 16; Shn3 inh set2: 27; NR2E3 ag-1: 30; HIF-2a inh: 9; iPSC survival up: -0.6

Results for Cc1nn(-c2ccccc2)c(N2CCCC2)c1/C=N/NC(=O)c1cccc(S(=O)(=O)Nc2ccc(Cl)cc2)c1 ?
CF NFkB block: 13; KKLEB cytotox: 14; aDG glyco up: 0.1; TWEAK-Fn14 inh: 40; MITF TRPM1 inh: 2; Peg3 promoter: 28; Shn3 inh set2: 0; NR2E3 ag-1: -34; NR2E3 ag-2: 4; HIF-2a inh: 20; iPSC survival up: -1.7

Results for CCOn1c(=O)c(-c2cccs2)[n+]([O-])c2ccccc21 ?
CF NFkB block: 1; KKLEB cytotox: 6; aDG glyco up: -0.1; TWEAK-Fn14 inh: 5; MITF TRPM1 inh: -17; Peg3 promoter: -2; Shn3 inh set2: -22; NR2E3 ag-1: -37; NR2E3 ag-2: 7; HIF-2a inh: -72; iPSC survival up: 0.4

What do the screens show for `CC(C)(C)c1ccc(OCCC(=O)NNC(=O)c2ccccc2)cc1`?
CF NFkB block: 11; KKLEB cytotox: -11; aDG glyco up: -0.3; TWEAK-Fn14 inh: 0; MITF TRPM1 inh: 8; Peg3 promoter: 1; Shn3 inh set2: -16; NR2E3 ag-1: 10; NR2E3 ag-2: -1; HIF-2a inh: 20; iPSC survival up: 0.0

How did CCCCc1ccc(N/C(N)=N/c2nc(C)cc(C)n2)cc1 do in these assays?
CF NFkB block: -6; KKLEB cytotox: -4; aDG glyco up: 0.0; TWEAK-Fn14 inh: 25; Peg3 promoter: 48; Shn3 inh set2: 71; NR2E3 ag-1: 44; NR2E3 ag-2: 0; HIF-2a inh: -16; iPSC survival up: -0.6

How did Cc1ccc(C(c2nnnn2C2CCCCC2)N2CCc3ccccc32)cc1 (centres undefined) do in these assays?
CF NFkB block: 9; KKLEB cytotox: 3; aDG glyco up: 0.8; TWEAK-Fn14 inh: 0; MITF TRPM1 inh: -2; Peg3 promoter: 4; Shn3 inh set2: -15; NR2E3 ag-1: -10; NR2E3 ag-2: -2; HIF-2a inh: -1; iPSC survival up: -0.6

How did NNc1nc2cc3c(cc2s1)OCCO3 do in these assays?
CF NFkB block: 3; KKLEB cytotox: 26; aDG glyco up: -0.3; TWEAK-Fn14 inh: 53*; MITF TRPM1 inh: 15; Peg3 promoter: -83; Shn3 inh set2: -39; NR2E3 ag-1: -41; NR2E3 ag-2: 0; HIF-2a inh: -43; iPSC survival up: -0.5

Results for O=C(CCS(=O)(=O)c1ccc(Br)cc1)N1CCN(Cc2ccccc2)CC1 ?
CF NFkB block: 15; KKLEB cytotox: 1; aDG glyco up: 0.0; TWEAK-Fn14 inh: -6; MITF TRPM1 inh: -9; Peg3 promoter: 5; Shn3 inh set2: 0; NR2E3 ag-1: 20; NR2E3 ag-2: -1; HIF-2a inh: 8; iPSC survival up: 12

Results for COc1ccc(OC)c(-c2csc(NC(=O)C3=NN(c4ccccc4)C(=O)CC3)n2)c1 ?
CF NFkB block: 24; KKLEB cytotox: -20; aDG glyco up: -0.6; TWEAK-Fn14 inh: 27; MITF TRPM1 inh: -7; Peg3 promoter: 30; Shn3 inh set2: -3; NR2E3 ag-1: -30; NR2E3 ag-2: -1; HIF-2a inh: 8; iPSC survival up: -0.7

How did CN(CCCNC(=O)c1cc2c(=O)[nH]c3ccccc3c2n1C)Cc1ccccc1 do in these assays?
CF NFkB block: -16; KKLEB cytotox: 2; aDG glyco up: 0.0; TWEAK-Fn14 inh: 1; MITF TRPM1 inh: -8; Peg3 promoter: 9; Shn3 inh set2: 9; NR2E3 ag-1: -29; NR2E3 ag-2: 6; HIF-2a inh: 23; iPSC survival up: -1.8

What do the screens show for `COc1ccccc1NC(=O)c1nn(-c2ccc(Cl)cc2)ccc1=O`?
CF NFkB block: 8; KKLEB cytotox: -10; aDG glyco up: -0.2; TWEAK-Fn14 inh: -29; MITF TRPM1 inh: 0; Peg3 promoter: 23; Shn3 inh set2: 11; NR2E3 ag-1: -9; NR2E3 ag-2: 2; HIF-2a inh: 13; iPSC survival up: -0.1

What do the screens show for `COc1ccc(NC(=O)CNc2cc(C)ccc2C)cc1S(=O)(=O)N1CCOCC1`?
CF NFkB block: -13; KKLEB cytotox: -8; aDG glyco up: -0.3; TWEAK-Fn14 inh: -15; MITF TRPM1 inh: 13; Peg3 promoter: 4; Shn3 inh set2: -5; NR2E3 ag-1: 0; NR2E3 ag-2: 0; HIF-2a inh: 2; iPSC survival up: 0.1

High-throughput results: PubChem BioAssay, several laboratories
